FID counter – compounds displacing fluorescent DNA intercalator, primary screen, artefact control for HCV NS3 helicase inhibitor project, biochemical, FID fluorescence. 290,000 compounds, 0.17% hits. inhibition, % at 7.9 µM. DNA fluorescent intercalator displacement; in the data active means inhibition above about 37%;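 further: 0% = vehicle and 100% = reference compound; higher means more ethidium bromide displaced from hairpin DNA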
MEKK2 WT-MEK5 – modulators of MEK5 binding to wildtype MEKK2, primary screen, biochemical, multiplex bead flow cytometry, Alexa488-MEK5 | Alexa488-MEK5 binding to MEKK2 WT; actives lie on both sides | binding response (% of control), % at 10 µM | 290,000 compounds, 1.1% hits | AID 1531, 2009; in the data active means binding response below about 67% or above about 130%
PHOSPHO1 inh – PubChem AID 1565; recombinant PHOSPHO1, absorbance phosphatase assay; 290,000 compounds, 1.1% hits; inhibition, % at 13.3 µM; Phosphoethanolamine/phosphocholine phosphatase (Homo sapiens), Q8TCT1; in the data active means inhibition above about 60%
Target sequence (Q8TCT1 whole entry, looked up): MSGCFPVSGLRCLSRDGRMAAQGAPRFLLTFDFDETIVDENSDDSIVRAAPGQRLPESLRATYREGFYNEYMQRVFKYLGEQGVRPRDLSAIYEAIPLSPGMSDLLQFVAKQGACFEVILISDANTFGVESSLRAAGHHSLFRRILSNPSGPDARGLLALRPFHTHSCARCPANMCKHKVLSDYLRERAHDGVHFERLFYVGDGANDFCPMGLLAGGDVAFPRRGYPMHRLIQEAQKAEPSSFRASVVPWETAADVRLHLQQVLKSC
M18AAP inhibitor – PfM18AAP inhibitors, malaria aminopeptidase, primary screen, biochemical, QFRET, recombinant enzyme; M18 aspartyl aminopeptidase (Plasmodium falciparum 3D7); H-Glu-NHMec fluorogenic cleavage; inhibition, % at 7.35 µM; 290,000 compounds, 1.2% hits; AID 1822, 2009;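 active means inhibition above the campaign mean inhibition over all tested compounds plus 3 SD, cut at about 28% in these data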;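 further: 0% = plate median of test compound wells and 100% = 2 mM ZnCl2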
OXTR agonist – human OXTR agonists, primary screen, fluorescence, CHO-OTR cells, Fluo-8 calcium; Fluo-8 calcium fluorescence; normalized: DMSO 0%, oxytocin 100%; 320,000 compounds, 0.32% hits; AID 2435, 2010; activation, % at 3 µM;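 active means activation above the mean of all tested compounds plus 3 SD, cutoff set per screening run, cut at about 20% in these data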;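 further: peak over basal fluorescence ratio from a 100 s FLIPR kinetic read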
Target sequence (P30559 whole entry, looked up): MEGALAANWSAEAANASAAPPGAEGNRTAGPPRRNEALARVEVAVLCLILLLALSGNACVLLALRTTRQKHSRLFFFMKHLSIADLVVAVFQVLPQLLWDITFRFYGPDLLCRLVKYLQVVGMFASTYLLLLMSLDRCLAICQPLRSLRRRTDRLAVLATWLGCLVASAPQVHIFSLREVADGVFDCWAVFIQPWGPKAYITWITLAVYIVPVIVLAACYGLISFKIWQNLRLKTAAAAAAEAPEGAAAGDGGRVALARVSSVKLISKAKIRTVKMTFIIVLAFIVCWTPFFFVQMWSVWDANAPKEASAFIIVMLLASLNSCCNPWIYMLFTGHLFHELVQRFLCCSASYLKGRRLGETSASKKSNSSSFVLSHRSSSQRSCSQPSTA
MEKK3 PB1 HTS – modulators of MEKK3-MEK5 PB1 binding, primary screen, biochemical, wildtype MEKK3, multiplex bead flow cytometry, Alexa488-MEK5; Mitogen-activated protein kinase kinase kinase 3 (Homo sapiens), Q99759; bead-based flow cytometry, Alexa488-MEK5 binding to MEKK3; actives lie on both sides; 0 = blocked by unlabeled MEK5, 100 = vehicle; binding response (% of control), % at 10 µM; 290,000 compounds, 1.4% hits;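 active means binding response more than 3 SD above or below the average of its plate-row segment, actives on both sides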;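 further: Alexa488 bead fluorescence after subtracting the streptavidin-only scavenger bead signal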
MEKK2 mut-MEK5 – MEK5 binding signal on mutant MEKK2 PB1, primary screen, biochemical, multiplex bead flow cytometry, Alexa488-MEK5; Alexa488-MEK5 binding to MEKK2 mutant; percent response, % at 10 µM; 290,000 compounds, 0.35% hits; AID 1530, 2009; in the data active means percent response above about 24%, passing the limit was not always enough; further: inactives centre near 1; some results filed as inactive read as strong as hits; reference of the scale not given here
GPR7 antag – GPR7 receptor antagonists, primary screen, cell-based, fluorescence, single concentration. Neuropeptides B/W receptor type 1 (Homo sapiens), P48145. GPR7-expressing cells, fluorescence antagonist assay. inhibition, % at 4.4 µM. 290,000 compounds, 1.1% hits. AID 1861, 2009; in the data active means inhibition above about 16%, passing the limit was not always enough;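 further: cells stimulated with the agonist NPW; 0% = agonist with vehicle and 100% = vehicle without agonist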
Target sequence (P48145 whole entry, looked up): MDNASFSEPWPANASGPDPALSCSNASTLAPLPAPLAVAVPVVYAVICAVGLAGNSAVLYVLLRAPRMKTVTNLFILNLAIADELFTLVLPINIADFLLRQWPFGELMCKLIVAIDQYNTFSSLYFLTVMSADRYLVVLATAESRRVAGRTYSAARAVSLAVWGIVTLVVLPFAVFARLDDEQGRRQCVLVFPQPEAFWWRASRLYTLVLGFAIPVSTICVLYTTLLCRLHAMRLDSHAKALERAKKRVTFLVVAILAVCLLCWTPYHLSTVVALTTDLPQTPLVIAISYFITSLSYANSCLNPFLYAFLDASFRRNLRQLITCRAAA
NALP1 inh – NALP1 inflammasome inhibitors in reconstituted yeast, colorimetric, S. cerevisiae, triplicate retest; 280,000 compounds, 0.61% hits; S. cerevisiae NALP1/ASC/caspase-1 growth, X-gal OD620, 72 h; AID 2071, 2009; inhibition, % at 10 µM; in the data active means inhibition mostly above about 24%, no sharp cut-off; inactive means mostly below about 32%; further: some compounds called inactive have numbers as strong as hits
* hit, by the source's call; nt = no result given.

Values run as follows: NALP1 inh, MEKK2 WT-MEK5, FID counter, OXTR agonist, MEKK2 mut-MEK5, M18AAP inhibitor, PHOSPHO1 inh, MEKK3 PB1 HTS, GPR7 antag
COc1ccc(OC)c(NC(=O)c2cc3ccccc3cc2OC)c1
→ 4, 106, -28, -0.9, 28*, 0, 25, 103, -7
CC(=O)N1CSCC1C(=O)NNS(=O)(=O)c1cccc(C(F)(F)F)c1 (stereo unspecified)
→ 4, 60, -1, -0.3, -17, -8, 36, 55, -1
CC(C)c1ccc(NC(=O)CNCC(c2ccccc2)N(C)C)cc1 (stereo unspecified)
→ 5, 112, 13, 2.7, 9, 4, -8, 107, -4
CCOC(=O)c1c(C)[nH]c(C)c1C(=O)CSc1nc2ccccc2c(=O)n1-c1ccc(CC)cc1
→ 23, 101, -3, -1.1, -2, 0, -5, 97, 8
O=C(Cn1c(=O)c2cccn2c2cccnc21)NCCCN1CCN(c2ccc(F)cc2)CC1
→ 21, 118, 2, -0.2, 3, 3, 38, 100, -10
Cn1c(=O)c2cc(S(=O)(=O)NCCC(=O)NCc3ccccc3Cl)ccc2n(C)c1=O
→ -3, 100, -6, -0.4, 7, 0, 22, 101, -2
CC(C)(C)C(=O)c1cnc(Nc2ccccc2)s1
→ 24, 100, -4, -0.2, 5, -6, -50, 104, -10
COc1ccc(CC(C)CC(=O)NCCc2ccc(OC)c(OC)c2)cc1 (stereo unspecified)
→ 6, 105, -31, -1.7, 7, 1, 28, 102, -5
C/C(=N/NC(=O)CCc1c(C)n[nH]c1C)c1cccc([N+](=O)[O-])c1
→ -13, 100, -20, -0.6, 2, -3, -18, 108, -2
O=Cc1ccc(O)cc1O
→ 14, 100, 2, 3.7, 0, 8, 8, 100, 6
Clc1ccc(-n2nnnc2-c2ccno2)cc1
→ 24, 79, -1, -0.2, -40, -6, 37, 82, -13
O=C(Nc1ccn(C2CC(OC(=O)c3ccccc3)C(CO)O2)c(=O)n1)c1ccccc1 (stereo unspecified)
→ 5, nt, -17, -1.2, nt, -2, -8, nt, -15
CCOC(=O)c1c(C2CC2)csc1NC(=O)COC(=O)c1cnc(Cl)c(Cl)c1
→ 6, 102, -5, -0.4, 7, 2, 8, 93, -12
O=C(NCc1ccccc1Cl)C(=O)NCC1OCCN1S(=O)(=O)c1cccs1 (stereo unspecified)
→ -43, nt, -13, 0.5, nt, 2, 27, nt, 6
Cc1ccc(-n2c(CCC(=O)O)ccc2-c2cccs2)cc1C
→ 1, 101, -17, 1.5, 2, -4, 24, 103, -6

(further entries)
Values run as follows: NALP1 inh, MEKK2 WT-MEK5, FID counter, OXTR agonist, MEKK2 mut-MEK5, M18AAP inhibitor, PHOSPHO1 inh, MEKK3 PB1 HTS, GPR7 antag
CC1(C)CC(=O)C(C=NCCN2CCNC2=O)=C(O)C1
→ 21, 100, 1, 0.7, 0, 1, 29, 103, 2
CCOc1ccccc1C(=O)N[C@H](C(=O)OCc1cc([N+](=O)[O-])cc2c1OCOC2)C(C)C
→ nt, 101, 0, -0.1, 2, -9, 4, 122, -11
COc1cc2c(cc1NC(=O)CSc1ccc(C)cc1)oc1ccccc12
→ 23, 104, 3, 0.2, 4, 2, 18, 106, 2
CC(=O)N/N=C(\C)CC(=O)Nc1cccc(C(F)(F)F)c1
→ 6, 95, -15, -0.6, -9, 0, 4, 99, -17
COc1ccc(C(=O)CSc2nnc(-c3cc4ccccc4cc3O)n2Cc2ccco2)cc1
→ -27, 89, -17, -1.8, -2, 6, 60, 101, 14
O=C(CC12CC3CC(CC(C3)C1)C2)NCc1ccccc1
→ 16, 109, -18, -2.0, 8, 2, 50, 110, 9
COc1ccc(COc2cc(-c3cccc(OC)c3)nc3ccc(NC(=O)c4ccc(OC)cc4)cc23)cc1
→ 24, 98, -11, 1.2, -2, 0, 67*, 97, 5
CCn1c(=O)n(CC)c2cc(NS(=O)(=O)c3ccccc3)ccc21
→ 9, 109, -13, 0.0, 8, 0, 38, 103, -3
Cc1ccc(S(=O)(=O)/N=C(\N)Nc2nc(C)c3ccccc3n2)cc1
→ 18, 92, -18, -1.9, -3, 4, 3, 91, 12
CCc1ccccc1NC(=S)N(CCN1CCOCC1)Cc1ccccc1F
→ -12, 95, -3, -0.3, -3, -10, 13, 97, -6
Cc1cccc(N2C(=O)C(O)=C(C(=O)c3cccs3)C2c2ccc(F)cc2)n1 (stereo unspecified)
→ 20, 106, -25, -1.0, 1, 4, -20, 107, -2
O=C(NCCc1ccccc1)C1CCC(CNS(=O)(=O)c2ccc(F)cc2)CC1 (stereo unspecified)
→ 11, 108, -23, 0.7, 1, 3, 32, 102, -11
C=C(C)CN(CC)C(=O)CN1C(=O)NC2(CCc3ccccc32)C1=O (stereo unspecified)
→ 23, 89, -16, 1.1, -8, 0, 33, 89, 0
O=C(Nc1nccs1)C(NS(=O)(=O)c1ccc(Br)s1)c1ccccc1 (stereo unspecified)
→ -9, 91, -8, -0.6, -7, 10, 5, 91, -14
COC(=O)c1ccc(-n2c(C)cc(C(=O)CSc3cccc[n+]3[O-])c2C)cc1
→ 4, 106, -35, -0.1, 0, -4, 36, 116, -2

Following part
Values run as follows: NALP1 inh, MEKK2 WT-MEK5, FID counter, OXTR agonist, MEKK2 mut-MEK5, M18AAP inhibitor, PHOSPHO1 inh, MEKK3 PB1 HTS, GPR7 antag
COc1ccc(-c2nnc(SCc3cccc(C#N)c3)o2)cc1
→ 0, 102, -11, 1.3, 1, -1, -11, 103, 11
CC(C)Cn1c([N+](=O)[O-])nc2c1c(=O)[nH]c(=O)n2C
→ nt, 112, 1, 0.1, 18, -14, -2, 111, -18
COCCNC(=S)N(CCc1c(C)[nH]c2ccc(F)cc12)Cc1ccco1
→ 22, 100, -13, 0.9, -6, 1, -9, 102, 13
Cc1ccc(C(=O)Nc2ccccc2Oc2ccccc2)o1
→ 13, 103, -18, 1.8, 4, -10, 15, 99, -17
COc1ccccc1-c1nnc(Nc2nc3c(OC)cccc3s2)o1
→ -70, 105, -24, -1.0, 3, 4, 2, 109, 12
CCOC(=O)N1CCN(C(=O)COc2ccccc2[N+](=O)[O-])CC1
→ 8, 97, -3, 0.5, -4, 2, 28, 101, -8
CCN(CC)c1ccc(/C=N/N2CCOCC2)cc1
→ 32, 94, 4, -1.1, -3, 5, 48, 98, -13
CNC(=S)N(CCc1c(C)[nH]c2ccc(F)cc12)Cc1ccco1
→ 6, 103, -6, 9.5, -7, 3, -5, 100, 21
COc1ccc(-c2noc(CCC(=O)N3CCN(c4cc(C)ccc4C)CC3)n2)cc1
→ -37, 104, -27, 0.5, 4, -6, 3, 100, -7
Cc1cc(C)cc(NC(=O)CN(C)S(=O)(=O)c2cnc[nH]2)c1
→ -14, 97, -2, -0.6, -2, -1, -6, 94, -19
CCOc1cc(/C=N/N=C(\N)c2nonc2N)cc(Br)c1OCc1cccc2ccccc12
→ -1, 90, 0, 1.2, -5, 3, 15, 97, -12
CCOC(=O)COc1ccc2c(=O)cc(-c3ccccc3)oc2c1
→ -3, 94, -33, -1.8, -5, 1, -18, 97, -3
CCOC(=O)N1CCN(C(=O)Cc2cccs2)CC1
→ 2, 106, 2, 0.2, 5, -3, -23, 108, -12
COc1ccccc1N1CCN(C(=O)c2ccc(CN3CCOCC3)cc2)CC1
→ 11, 98, -19, 0.2, 0, 6, 16, 105, -4
Cc1cccnc1NC(=O)C(c1ccccc1)c1ccccc1
→ 17, 100, -9, 0.1, 4, 2, 36, 97, -12

Part of the list above, as comma-separated lines:
SMILES,NALP1 inh,MEKK2 WT-MEK5,FID counter,OXTR agonist,MEKK2 mut-MEK5,M18AAP inhibitor,PHOSPHO1 inh,MEKK3 PB1 HTS,GPR7 antag
CCOC(=O)N1CCN(C(=O)COc2ccccc2[N+](=O)[O-])CC1,8,97,-3,0.5,-4,2,28,101,-8
CCN(CC)c1ccc(/C=N/N2CCOCC2)cc1,32,94,4,-1.1,-3,5,48,98,-13
CNC(=S)N(CCc1c(C)[nH]c2ccc(F)cc12)Cc1ccco1,6,103,-6,9.5,-7,3,-5,100,21
COc1ccc(-c2noc(CCC(=O)N3CCN(c4cc(C)ccc4C)CC3)n2)cc1,-37,104,-27,0.5,4,-6,3,100,-7
Cc1cc(C)cc(NC(=O)CN(C)S(=O)(=O)c2cnc[nH]2)c1,-14,97,-2,-0.6,-2,-1,-6,94,-19
CCOc1cc(/C=N/N=C(\N)c2nonc2N)cc(Br)c1OCc1cccc2ccccc12,-1,90,0,1.2,-5,3,15,97,-12
CCOC(=O)COc1ccc2c(=O)cc(-c3ccccc3)oc2c1,-3,94,-33,-1.8,-5,1,-18,97,-3
CCOC(=O)N1CCN(C(=O)Cc2cccs2)CC1,2,106,2,0.2,5,-3,-23,108,-12
COc1ccccc1N1CCN(C(=O)c2ccc(CN3CCOCC3)cc2)CC1,11,98,-19,0.2,0,6,16,105,-4

New compounds follow
Values run as follows: NALP1 inh, MEKK2 WT-MEK5, FID counter, OXTR agonist, MEKK2 mut-MEK5, M18AAP inhibitor, PHOSPHO1 inh, MEKK3 PB1 HTS, GPR7 antag
Cc1ccc(NC(=O)NCCN2CCN(c3ccccc3)CC2)cc1Cl
→ 3, 112, 14, 11, 8, 2, 11, 105, 8
CC(C)(C)NC(=O)CN(Cc1ccc2c(c1)OCO2)C(=O)CNS(=O)(=O)c1ccccc1
→ -1, 103, -27, 0.7, 6, -3, -16, 103, -8
Cc1cccc(/C=C\c2nc3ccccc3c(=O)[nH]2)c1
→ 34, 94, -6, 0.0, -3, 1, 11, 97, 9
CN(C)CCN(C(=O)/C=C/c1cccs1)c1nc2ccc(F)cc2s1
→ 54*, 127, -11, 4.4, 21, -1, 4, 102, 1
COc1ccccc1N(C(=O)c1snc(C(N)=O)c1N)C(C(=O)NC1CCCC1)c1ccc(N(C)C)cc1 (stereo unspecified)
→ 41, 91, -16, 0.4, -10, -10, 27, 101, 3

Assay outcomes (PubChem)

Compounds were not picked by outcome, and some 6.2% of all compounds hit somewhere here.
